Bioassay records (PubChem BioAssay)
MrgX1 antagonist: blocks BAM8-22 activation of human MrgX1 receptor. MRGX1-HEK293 calcium flux, Fluo-4, BAM8-22 antagonism; stronger effect = lower value. hit rate 1.3% among 310,000. Q96LB2. B-score at 10 µM. AID 588676;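 active means calcium-response B-score plate-corrected more than 3 library SD below zero, starting fluorescence within 5 deviations, no agonist response on first addition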;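 further: peak minus trough fluorescence over baseline after final BAM8-22 challenge near maximal dose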
RGS4 pot: potentiators or activators of RGS4; AID 463111; B-score at 10 µM; hit rate 0.92% among 310,000; HEK293 M3R/inducible RGS4, carbachol calcium flux Fluo4; stronger effect = lower value;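 active means B-score of the integrated calcium signal more than 4 SD below the library mean, with starting fluorescence not abnormally high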;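 further: negative B-score means reduced calcium response which marks RGS4 activation or potentiation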
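Material: M3R-expressing HEK293 line, RGS4 induced by doxycycline | Schedule: Overnight RGS4 induction, 30 min dye load 37 °C, 20 min compound RT | Measured by: Fluo4 fluorescence kinetic imaging of calcium | Read-out: Integrated calcium ratio converted to B score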
SKKanGAS inh: blocks kanamycin growth of S. pyogenes SKKanGAS strain. BacTiter-Glo, 6 h. inhibition, % at 7.5 µM. hit rate 1.3% among 300,000;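 active means mean replicate score, as percent of positive control median, at least 50; inconclusive means mean below 50 but one replicate at or above 50; inactive means mean and every replicate below 50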;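 further: strain carries kanamycin resistance gene driven by streptokinase promoter and grows in 40 µg/ml kanamycin; loss of luminescence reflects streptokinase promoter inhibition or plain growth inhibition; 0% = median of DMSO wells and 100% = positive control at its reference dose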
MrgX1 PAM: human MrgX1 positive allosteric modulation, primary screen | AID 588675 | Q96LB2 | MrgX1-HEK293, Fluo-4 calcium flux, FDSS; stronger effect = higher value | hit rate 0.63% among 310,000 | B-score at 10 µM;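 active means plate-corrected calcium response at least 3 library SD above typical, normal starting fluorescence, not activating the receptor alone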;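 further: compound read alongside a low EC10 to EC30 dose of BAM8-22 agonist; peak minus trough fluorescence over baseline measured at the second addition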
MrgX1 agonist: agonists of human MrgX1 receptor | Q96LB2 | MrgX1-HEK293 cells, Fluo-4 calcium fluorescence, agonist mode; stronger effect = higher value | B-score at 10 µM | hit rate 0.44% among 310,000 | AID 588627;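 active means calcium response B-score plate-corrected fluorescence ratio at least 3 library SD, with starting fluorescence B-score inside 5 SD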
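Test system: HEK293 cells stably expressing human MrgX1 receptor; Input: fifteen thousand cells per well; Dosing: compound delivered in addition one of three; Schedule: overnight seeding, then 1 h dark dye loading; Technique: Fluo-4 NW calcium fluorescence; Measure: B-scored fluorescence response ratio; Controls: positive and negative controls per plate.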
ANO1 activ: activates or potentiates the mouse TMEM16A chloride channel; Q8BHY3; HEK293 TMEM16A/YFP-H148Q/I152L, iodide quench fluorescence; stronger effect = lower value; B-score at 10 µM; hit rate 0.3% among 340,000; AID 623877;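 active means fluorescence-ratio B-score plate-corrected deviation score at least 3 library SD below zero, with starting fluorescence score within 5 deviations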;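 further: channel opened by trigger with iodide after compound preincubation; score built on the fluorescence ratio of max minus min over baseline; more negative score means more quench and so TMEM16A activation or potentiation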
Target sequence (Q8BHY3 whole entry, looked up): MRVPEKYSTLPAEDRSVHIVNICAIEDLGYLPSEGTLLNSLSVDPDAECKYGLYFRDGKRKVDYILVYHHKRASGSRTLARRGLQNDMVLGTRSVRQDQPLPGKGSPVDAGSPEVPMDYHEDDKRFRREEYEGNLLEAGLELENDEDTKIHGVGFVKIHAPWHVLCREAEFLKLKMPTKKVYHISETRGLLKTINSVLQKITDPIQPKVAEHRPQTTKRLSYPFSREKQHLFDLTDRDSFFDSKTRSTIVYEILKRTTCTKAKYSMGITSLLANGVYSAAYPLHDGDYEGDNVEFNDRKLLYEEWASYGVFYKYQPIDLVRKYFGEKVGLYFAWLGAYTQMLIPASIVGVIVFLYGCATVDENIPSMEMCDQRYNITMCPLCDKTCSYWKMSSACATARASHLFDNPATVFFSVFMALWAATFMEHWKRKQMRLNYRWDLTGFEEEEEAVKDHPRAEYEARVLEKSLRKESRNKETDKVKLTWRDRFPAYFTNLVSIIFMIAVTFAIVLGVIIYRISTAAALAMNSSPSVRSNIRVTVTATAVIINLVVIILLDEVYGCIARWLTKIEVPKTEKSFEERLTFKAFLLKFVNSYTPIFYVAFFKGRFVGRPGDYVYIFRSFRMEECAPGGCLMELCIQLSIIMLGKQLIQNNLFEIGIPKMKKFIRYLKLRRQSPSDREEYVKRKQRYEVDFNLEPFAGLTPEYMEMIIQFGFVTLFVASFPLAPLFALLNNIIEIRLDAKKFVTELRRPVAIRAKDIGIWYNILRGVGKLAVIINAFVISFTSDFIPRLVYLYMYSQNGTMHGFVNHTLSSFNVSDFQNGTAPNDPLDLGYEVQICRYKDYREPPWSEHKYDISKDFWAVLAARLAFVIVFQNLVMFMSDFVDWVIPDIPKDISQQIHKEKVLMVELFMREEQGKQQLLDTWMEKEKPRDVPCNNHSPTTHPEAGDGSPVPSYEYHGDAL
TRPC6 activator: activates the mouse TRPC6 cation channel. Q61143. HEK293-TRPC6 membrane potential dye fluorescence; stronger effect = higher value. B-score at 10 µM. hit rate 0.13% among 310,000;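 active means B-score of the integrated fluorescence ratio above library mean plus 3 SD, and starting fluorescence ratio within library mean plus 5 SD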;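 further: higher score means more depolarization so channel activation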
TRPC6 inhibitor: inhibitors of mouse TRPC6 channel; HEK293-TRPC6, membrane potential dye, ACh-evoked depolarization; stronger effect = lower value; B-score at 10 µM; hit rate 1.1% among 310,000; AID 2553;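 active means B-score under library mean minus 3 SD, initial fluorescence not abnormally high, positive integrated signal ratio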;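 further: B-score derived from integrated fluorescence ratio over the kinetic read; more negative B-score means stronger inhibition of depolarization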
TMEM16A inh: inhibitors of mouse TMEM16A calcium-activated chloride channel; HEK293 TMEM16A/YFP iodide influx fluorescence, ionomycin; hit rate 1.2% among 310,000; normalized B-score (activity score, 25-100; higher = stronger inhibition) at 10 µM; Q8BHY3;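 active means ratio plate-corrected score three or more library SD toward inhibition, starting fluorescence score within five deviations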;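 further: score derived from kinetic fluorescence span divided by baseline fluorescence per well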
HDAC3 inh: blocks human histone deacetylase 3. O15379. recombinant HDAC3, fluorogenic peptide/trypsin coupled, fluorescence. inhibition, % at 8.3 µM. hit rate 0.15% among 320,000; in the data active means inhibition above about 26%, passing the limit was not always enough; inconclusive means no clear call, values can overlap the other calls
RGS4 inh: human RGS4 inhibition; HEK293 M3R/RGS4 inducible, Fluo-4 calcium flux; stronger effect = higher value; triggered by carbachol at its EC20; hit rate 0.45% among 310,000; P49798; B-score at 10 µM;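 active means B-score, a plate-corrected calcium signal, over three deviations above library mean, with baseline fluorescence within five deviations of library mean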;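 further: RGS4 expression induced by doxycycline in cells with stable M3 receptor; B-score is computed from the integrated fluorescence ratio over baseline after carbachol; higher B-score means a larger calcium signal and so more RGS4 inhibition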
* marks the source's active call; other numbers are inactive results; i = inactive; ? = inconclusive; · = not tested or not shown.

SMILES	MrgX1 antagonist	RGS4 pot	SKKanGAS inh	MrgX1 PAM	MrgX1 agonist	ANO1 activ	TRPC6 activator	TRPC6 inhibitor	TMEM16A inh	HDAC3 inh	RGS4 inh
O=C(COC(=O)c1ccc(O)cc1O)NCCN1C(=O)CSC1=O	i	i	-3	i	i	i	i	i	i	-1	i
CC(=O)Nc1ccc2nc(-c3ccccc3)cn2c1	i	i	2	i	i	i	i	i	i	-4	i
COc1ccc(C(=O)NC(NC(=O)c2ccc(OC)c(OC)c2)c2ccccc2F)cc1OC	i	i	-5	i	i	i	i	i	i	7	i
O=C(Cc1ccc2c(c1)OCCO2)N1CCN(S(=O)(=O)c2cccc(Cl)c2Cl)CC1	i	i	2	i	i	i	i	i	i	-2	i
CCCC(C(=O)NC(C)(C)C)N(CC1CCCO1)C(=O)c1snc(C(N)=O)c1N (stereo not drawn)	i	i	-4	i	i	i	i	i	i	-9	i
Nc1c(Nc2ccccc2)c2ccccc2oc1=O	i	i	?	i	i	i	i	i	i	5	i
O=C(Nc1ccccc1N1CCCCC1)c1ccc(Cl)cc1	i	i	39	i	i	i	i	i	i	6	i
O=C1/C(=C/c2cccc([N+](=O)[O-])c2)CSc2ccc(Cl)cc21	i	i	9	i	i	i	i	i	i	-4	i
Cn1c(CNC(=O)CNC(=O)Cc2ccccc2)cc(=O)n(C)c1=O	i	i	2	i	i	i	i	i	i	?	i
CCOC(=O)N1CCN(C(=O)CC(=O)Nc2ccc3nc4n(c(=O)c3c2)CCCCC4)CC1	i	i	-1	i	i	i	i	i	i	4	i
COc1ccccc1NC(=O)/C=C\C(=O)O	i	i	-4	i	i	i	i	i	i	5	i
COc1ccc(C2CC(C(F)(F)F)n3ncc(C(=O)NCC4CCCO4)c3N2)cc1OC (stereo not drawn)	i	i	0	i	i	i	i	i	i	-5	i
O=C(O)c1ccc(-c2noc(-c3ccccc3F)n2)cc1	i	i	28	i	i	i	i	i	i	-5	i
Cc1cc(/C=N/n2c(COc3ccccc3C)nc3ccccc3c2=O)c(O)c([N+](=O)[O-])c1	-6.5*	i	52*	i	i	i	i	i	100*	1	i
ClC(Br)=C(n1cnc2ccccc21)n1cnc2ccccc21	i	i	-1	i	i	i	i	i	i	0	i
C=CCn1c(SCC(=O)N(C)C)nc2sc3c(c2c1=O)CCC3	i	i	-2	i	i	i	i	i	i	-7	i
COc1ccc(N(C(=O)c2snc(C(N)=O)c2N)C(C(=O)NC2CCCC2)c2ccco2)cc1OC (stereo not drawn)	·	i	3	·	·	i	i	i	·	·	i
Cc1ccc(N2C(=O)C3C4C=CC(CNC(=S)Nc5cccc(Cl)c5)(O4)C3C2=O)cc1 (stereo not drawn)	i	i	6	i	i	i	i	i	i	-8	i
CC1(C)CC(=O)C=C(NCc2ccc(Cl)c(Cl)c2)C1	i	i	13	i	i	i	i	i	i	1	i
CCOc1ccccc1OCCN1CCCC1	i	i	-4	i	i	i	i	i	i	8	i
O=C(NCc1nnnn1-c1cccc(F)c1)c1ccc(S(=O)(=O)N2CCOCC2)cc1	i	i	3	i	i	i	i	i	i	-3	i
CCC(C)NC(=O)C1CCN(C(=O)c2ccccc2)CC1 (stereo not drawn)	i	·	·	i	i	i	·	·	i	-1	·
Cc1cc(C)cc(N(C(=O)CNS(=O)(=O)c2ccccc2)C(C(=O)NCc2ccccc2)c2ccc(C)o2)c1 (stereo not drawn)	i	i	14	i	i	i	i	i	i	-2	i
O=C(N/N=C/c1cccs1)c1cc(-c2cccc3ccccc23)n[nH]1	i	i	-5	i	i	i	i	i	i	6	i
CC1(C)Oc2ccc(C(=O)Nc3ccccc3F)cc2N(CC(=O)N2CCOCC2)C1=O	i	i	-4	i	i	i	i	i	i	-3	i
CC/C(O)=C1\C(=O)CC(C)(C)CC1=NCCc1nc2ccccc2[nH]1	i	i	3	i	i	i	i	i	i	4	i
CCCCSc1cc(=O)n(-c2ccccc2)nc1C(=O)OCC	i	i	-1	i	i	i	i	i	i	-4	i
CC(=O)Nc1cccc(N(C(=O)C2COc3ccccc3O2)C(C(=O)NC2CCCCC2)c2cn(C)nc2C)c1 (stereo not drawn)	i	i	-2	i	i	i	i	i	i	-5	i
Cc1ccccc1C(=O)Nc1ccnn1C1CCN(C(=O)c2cnsn2)CC1	i	i	-5	i	i	i	i	i	i	-1	i
Cc1cc([N+](=O)[O-])nn1CCCC(=O)N1CCN(c2ccccc2)CC1	i	i	-7	i	i	i	i	i	i	-6	i
Cc1ccc(OCC(=O)N(C)CC(=O)Nc2ccc(N3CCOCC3)cc2)cc1	i	i	-1	i	i	i	i	i	i	5	i
COc1ccc([N+](=O)[O-])cc1N(CC(=O)Nc1ccccc1C(=O)N1CCCC1)S(C)(=O)=O	i	i	-8	i	i	i	i	i	i	-1	i
CC1=C([N+](=O)[O-])C(c2cccc(Br)c2)C2=C(N1)c1ccccc1C2=O (stereo not drawn)	i	i	44	i	i	i	i	i	100*	5	i
CCN(C(=O)CSc1nc2cc(S(=O)(=O)N(CC)CC)ccc2n1CC)C1CCS(=O)(=O)C1 (stereo not drawn)	i	i	·	i	i	i	i	i	i	-6	i
N=C(N)SCCc1cnc[nH]1	i	·	·	i	i	i	·	·	i	-1	·
Cc1nnc(SCC(=O)N(CC(C)C)c2c(N)n(Cc3ccccc3)c(=O)[nH]c2=O)n1N	i	i	-4	i	i	i	i	i	i	1	i
COc1cc(/C=C/C(=O)OCC(=O)Nc2cc(C(F)(F)F)ccc2N2CCOCC2)ccc1O	i	i	9	i	i	i	i	i	i	0	i
S=c1nc(-c2cccc(Cl)c2)[nH][nH]1	i	i	3	i	i	i	i	i	i	-2	i
COc1ccc(NC(=O)CSc2ccc3nnc(-c4cccnc4)n3n2)cc1	i	i	-3	i	i	i	i	i	i	4	i
COc1cc([N+](=O)[O-])c(N2CCOCC2)c([N+](=O)[O-])c1OC	i	i	-1	i	i	i	i	i	i	3	i
N#Cc1ccccc1NC(=O)C(=O)NCC1CCCN1S(=O)(=O)c1cccs1 (stereo not drawn)	i	i	1	i	i	i	i	i	i	5	i
O=c1onc(-c2cccs2)n1Cc1ccccc1	i	i	4	i	i	i	i	i	i	0	i
CC(C)NC(=S)N/N=C/c1cccnc1	i	i	5	i	i	i	i	i	i	8	i
COc1ccc(OCC(O)CNC(=O)Nc2ccc(F)cc2)cc1 (stereo not drawn)	i	i	14	i	i	i	i	i	i	-4	i
CCCCCCCCNC(CO)(CO)CO	i	i	3	i	i	i	i	i	i	0	i
CC(=O)N(C)c1ccc(NC(=O)C(c2ccccc2)c2ccccc2)cc1	i	i	-2	i	i	i	i	i	i	-7	i
COC(=O)c1c(NC(=O)COC(=O)[C@@H](NS(=O)(=O)c2ccc(C)cc2)C(C)C)sc2c1CCC2	i	i	31	i	i	i	i	i	i	·	i
CCC(=O)Nc1c(C)ccc2nsnc12	i	i	-1	i	i	i	i	i	i	5	i
COc1ccc(OC)c2nc3c(cc12)CCC3	i	i	-2	i	i	i	i	i	i	-3	i
O=C1NC(=S)N/C1=C\c1ccccc1OCc1ccc(C(=O)O)cc1	i	i	7	i	i	i	i	i	i	·	i
Cc1nc(-c2ccc(F)cc2)c(CC(=O)Nc2cc(S(=O)(=O)N3CCCCC3)ccc2C)s1	i	i	-4	i	i	i	i	i	i	-6	i
COc1ccc(CCNC(=O)C2(c3ccccc3)CC2)cc1	i	i	-3	i	i	i	i	i	i	0	i
Cc1ccc(C(C)NC(=O)Cc2cccs2)c(C)c1 (stereo not drawn)	i	i	-2	i	i	i	i	i	i	-1	i
Nc1ccc(N2CCN(c3ccc(Cl)c(Cl)c3)CC2)cc1	i	i	4	i	i	i	i	i	i	-6	i
Cn1cc(Cl)c(-c2nc3ccccc3[nH]2)n1	i	i	-3	i	i	i	i	i	i	2	i
COc1ccc(CCNC(=O)[C@H](C)N2C(=O)N3CCc4c([nH]c5ccccc45)[C@@]3(C)C2=O)cc1OC	i	i	2	i	i	i	i	i	i	10	i
CNC(=O)CC1C(=O)N(c2ccc(Cl)cc2)C(=S)N1CCc1ccc(OC)c(OC)c1 (stereo not drawn)	i	i	0	10*	i	i	i	i	i	-5	i
Cc1nc2ncnn2c(C)c1CCC(=O)NCCCN1CCN(c2cccc(Cl)c2)CC1	i	i	-10	i	i	i	i	i	i	-9	i
COc1ccc(N2C(=O)CC(C3CCCO3)C2=O)cc1 (stereo not drawn)	i	i	1	i	i	i	i	i	i	-1	i
Clc1ccc(C2=Nn3c(nnc3-c3n[nH]c4c3CCC4)SC2)cc1	i	i	4	i	i	i	i	i	i	0	i

The listing continues:
SMILES	MrgX1 antagonist	RGS4 pot	SKKanGAS inh	MrgX1 PAM	MrgX1 agonist	ANO1 activ	TRPC6 activator	TRPC6 inhibitor	TMEM16A inh	HDAC3 inh	RGS4 inh
c1ccc(CSCc2ccccc2)cc1	i	·	·	i	i	i	·	·	i	-1	·
COC(=O)c1c(NC(=S)Nc2ccccc2Cl)sc(C)c1C	i	i	-3	i	i	i	i	i	i	-1	i
CCOC(=O)CC1=Nc2ccccc2NC(=O)C1	i	i	·	i	i	i	i	i	i	5	i
CC1Cc2ccccc2N1C(=O)c1cnsn1 (stereo not drawn)	i	i	6	i	i	i	i	i	i	0	i
CCOC(=O)c1cnc(SCC(=O)Nc2ccc(N3CCOCC3)cc2)nc1N	i	i	-10	i	i	·	i	i	i	2	i
[N-]=[N+]=CC(=O)c1ccnc(C(=O)C=[N+]=[N-])c1	i	·	·	i	i	i	·	·	i	6	·
Cc1ccc(OCC(=O)NNc2c3ccccc3nc3ccccc23)cc1	i	i	13	i	i	i	i	i	i	0	i

Grouped by structure, the entries above containing a furan ring, fused or not
SMILES	MrgX1 antagonist	RGS4 pot	SKKanGAS inh	MrgX1 PAM	MrgX1 agonist	ANO1 activ	TRPC6 activator	TRPC6 inhibitor	TMEM16A inh	HDAC3 inh	RGS4 inh
COc1ccc(N(C(=O)c2snc(C(N)=O)c2N)C(C(=O)NC2CCCC2)c2ccco2)cc1OC (stereo not drawn)	·	i	3	·	·	i	i	i	·	·	i
Cc1cc(C)cc(N(C(=O)CNS(=O)(=O)c2ccccc2)C(C(=O)NCc2ccccc2)c2ccc(C)o2)c1 (stereo not drawn)	i	i	14	i	i	i	i	i	i	-2	i
